Screening data deposited in PubChem BioAssay by several laboratories.
SARS 3CLpro inh = SARS-CoV 3CLpro protease inhibition. P0C6X7. recombinant SARS-CoV 3CLpro, quenched FRET peptide cleavage. inhibition, % at 6 µM. 290,000 compounds, 0.14% hits; in the data active = inhibition above about 12%
PfHsp40 rescue = restores yeast growth despite PfHsp40 toxicity; S. cerevisiae expressing PfHsp40, growth rescue, ATP luminescence; growth rescue, % at 12.5 µM; 340,000 compounds, 0.68% hits; AID 504582; in the data active = growth rescue above about 28%, passing the limit was not always enough; inconclusive = no clear call, values can overlap the other calls;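 also: yeast W303a lacking pdr1 and pdr3 grown in galactose medium; growth measured after three days at 30 °C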
BH1578 lux ind = quorum light induction in luxS cqsA deficient V. cholerae; 350,000 compounds, 0.16% hits; V. cholerae BH1578 lux reporter, luminescence, 6 h; AID 588436; activation, % at 18.7 µM; in the data active = activation mostly above about 9.7%, no sharp cut-off; inconclusive = no clear call, values can overlap the other calls; inactive = mostly below about 3.7%; also: not every result past the cut was called active; inactives centre near 0; reference of the scale not given here
PrPC TRFRET = reduces human prion protein on the cell surface. cell surface PrPC, TR-FRET read-out. inhibition, % at 13.8 µM. 370,000 compounds, 0.43% hits. AID 720596; in the data active = inhibition above about 24%; also: 0% = median of the test wells and 100% = reference compound wells
Anthrax LF inh2 = blocks Bacillus anthracis lethal factor protease; multiplex microsphere protease cleavage assay, LF; inhibition, % at 10 µM; 360,000 compounds, 0.12% hits; AID 588501; also: plate controls were buffer without enzyme for full effect and enzyme alone for no effect
Target sequence (P15917 whole entry, looked up): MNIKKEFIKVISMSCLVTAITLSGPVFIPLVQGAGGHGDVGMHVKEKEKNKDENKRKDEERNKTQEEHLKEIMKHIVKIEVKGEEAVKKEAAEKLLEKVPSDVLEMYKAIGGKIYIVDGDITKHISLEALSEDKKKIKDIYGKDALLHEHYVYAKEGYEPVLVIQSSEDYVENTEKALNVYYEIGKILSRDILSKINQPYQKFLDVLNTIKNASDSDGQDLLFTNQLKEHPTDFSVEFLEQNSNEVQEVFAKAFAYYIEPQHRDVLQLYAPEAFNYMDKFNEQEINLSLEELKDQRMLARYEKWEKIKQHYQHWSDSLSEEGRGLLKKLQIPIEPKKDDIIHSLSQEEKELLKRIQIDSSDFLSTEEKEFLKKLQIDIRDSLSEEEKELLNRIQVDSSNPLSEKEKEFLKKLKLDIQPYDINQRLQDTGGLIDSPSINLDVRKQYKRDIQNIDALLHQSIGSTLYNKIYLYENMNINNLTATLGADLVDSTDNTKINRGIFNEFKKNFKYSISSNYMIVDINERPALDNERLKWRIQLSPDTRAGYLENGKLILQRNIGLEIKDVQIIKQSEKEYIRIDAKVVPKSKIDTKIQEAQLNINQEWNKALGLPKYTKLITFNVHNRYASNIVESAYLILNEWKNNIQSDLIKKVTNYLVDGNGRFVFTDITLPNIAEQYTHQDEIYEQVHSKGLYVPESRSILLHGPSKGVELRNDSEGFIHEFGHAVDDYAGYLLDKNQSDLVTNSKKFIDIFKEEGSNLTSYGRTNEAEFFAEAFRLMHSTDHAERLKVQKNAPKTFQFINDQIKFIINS
TcdB inh = blocks C. difficile toxin B glycohydrolase activity; P18177; AID 652162; inhibition, % at 9.99 µM; 350,000 compounds, 0.24% hits; TcdB glycohydrolase enzymatic assay, plate reader; in the data active = inhibition above about 10%
BoNT A protease = blocks Botulinum neurotoxin A light chain protease | multiplex microsphere protease substrate cleavage, flow cytometry | inhibition, % at 10 µM | 360,000 compounds, 0.17% hits; also: plate controls were buffer without enzyme for full effect and enzyme alone for no effect
PriA SSB inh = blocks PriA binding to SSB C-terminal tail; 430,000 compounds, 0.6% hits; inhibition, % at 33 µM; AID 1272365; AlphaScreen SSBct-PriA binding, biotinylated peptide; in the data active = inhibition mostly above about 37%, no sharp cut-off; inactive = mostly below about 20%;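 also: plate controls were negative control peptide for no effect and reference peptide for full effect; strong numbers were not always called active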
Y pestis TopoI = Y. pestis Topo-I inhibition via cleavage products; Y. pestis Topo-I cleavage product accumulation, plate reader; activity, % at 10 µM; 360,000 compounds, 0.064% hits; AID 504884; in the data active = activity above about 50%, passing the limit was not always enough; inconclusive = no clear call, values can overlap the other calls; also: inactives centre near 2
An asterisk follows results filed as active; i = inactive; u = inconclusive; x = not tested or not shown. Rule as the data show it, unless noted: active = inhibition above about 30%; inconclusive = no clear call, values can overlap the other calls; inactive = below that. Not all compounds are listed. The share of hits here may be higher or lower than overall.

(1) CC(C)(C)OC(=O)C[C@H]1C/C=C\C[C@H](CC(=O)N[C@H](CO)Cc2ccccc2)C(=O)N[C@H](C(C)(C)C)COC1=O
(2) CCOC(=O)N1CCN(C(=S)NC(=O)/C=C/c2ccc(C)cc2)CC1
(3) COC(=O)C1CCN(c2ccc([N+](=O)[O-])cc2)CC1
(4) CCOc1ccccc1NC(=O)/C(C#N)=C/c1c(C)nn(-c2ccccc2)c1Cl
(5) O=C1CCc2cc(S(=O)(=O)Nc3ccc(F)cc3)cc3c2N1CC3
Assay by compound | 1 | 2 | 3 | 4 | 5
SARS 3CLpro inh | x | 1 | -3 | -2 | x
PfHsp40 rescue | 0.1 | -0.3 | 0.6 | 0.3 | -0.9
BH1578 lux ind | -5.0 | i | -0.4 | -0.6 | -0.9
PrPC TRFRET | -1 | -1 | -13 | 7 | 4
Anthrax LF inh2 | -6 | 1 | -6 | -1 | 0
TcdB inh | 1.3 | -1.9 | 0.4 | x | 0.0
BoNT A protease | -0.1 | 3.0 | 0.9 | -1.2 | -2.0
PriA SSB inh | -4 | -4 | -7 | 0 | -4
Y pestis TopoI | 19 | 8 | -2 | 1 | 7

(6) C[C@H]1CCC[C@@]2(O[C@@H](CCO)C[C@H](O)[C@H]2O)O1
(7) CC(C)CN1CCN(Cc2cccn2-c2ccccn2)CC1CCO (stereo unspecified)
(8) CC(=O)c1ccc2noc(-c3cccc(F)c3)c2c1
(9) Cc1nc2ccccc2c(=O)n1-c1ccc(Cl)cc1[N+](=O)[O-]
(10) O=S(=O)(c1ccc(NC(=S)Nc2ccccc2)cc1)N1CCOCC1
Assay by compound | 6 | 7 | 8 | 9 | 10
SARS 3CLpro inh | x | 4 | 5 | 4 | 2
PfHsp40 rescue | -0.9 | -1.2 | 0.8 | -2.8 | 0.6
BH1578 lux ind | i | 4.2 | -0.4 | i | -0.3
PrPC TRFRET | 4 | -1 | 7 | -22 | -5
Anthrax LF inh2 | -2 | 2 | 2 | -4 | -3
TcdB inh | 0.4 | 0.7 | 0.4 | 1.2 | 2.9
BoNT A protease | 0.2 | -0.5 | -2.5 | 0.3 | -0.8
PriA SSB inh | -3 | 2 | 9 | -1 | 1
Y pestis TopoI | 4 | -2 | -2 | -3 | -9

(11) O=C(O)CCc1ccc(-c2ccc(Cl)cc2)n1CC(=O)O
(12) COC(=O)c1ccc2c(c1)C(=O)/C(=C/c1ccc(C)cc1)O2
(13) Cc1nc2c(C(=O)NCc3ccc4c(c3)OCO4)c[nH]n2c(=O)c1Cl
(14) Cc1nc(Oc2ccccc2)c2ccsc2n1
(15) CC(C)(C)c1[nH]nc2c1C(c1ccccc1OC(=O)N1CCOCC1)C(C#N)=C(N)O2 (stereo unspecified)
Assay by compound | 11 | 12 | 13 | 14 | 15
SARS 3CLpro inh | 0 | -4 | 1 | 2 | 2
PfHsp40 rescue | -1.2 | 0.4 | -0.6 | 0.0 | 0.3
BH1578 lux ind | 1.5 | i | -0.4 | i | i
PrPC TRFRET | 0 | -7 | -1 | -1 | -1
Anthrax LF inh2 | 3 | 1 | 2 | 10 | -5
TcdB inh | -1.1 | x | x | 3.8 | x
BoNT A protease | -1.4 | 1.1 | -3.5 | 0.7 | -0.7
PriA SSB inh | 1 | -6 | 2 | -5 | -10
Y pestis TopoI | -6 | -1 | 0 | 5 | -3

(16) CCN(C(=O)COC(=O)c1cc2ccccc2cc1OC)c1c(N)n(Cc2ccccc2)c(=O)[nH]c1=O
(17) Cc1cnc(NC(=O)CCN2C(=O)C3CCCCC3C2=O)s1 (stereo unspecified)
(18) Cc1c(NC(=O)COC(=O)c2ccc(F)c(S(=O)(=O)N3CCOCC3)c2)c(=O)n(-c2ccccc2)n1C
(19) CCCCOc1ccc(N(CC(=O)NCC2CCCO2)C(=O)CCC(=O)Nc2nccs2)cc1 (stereo unspecified)
(20) NC(=O)c1cc(NC(=O)c2ccc(NS(=O)(=O)c3cccs3)cc2)cc(C(N)=O)c1
Assay by compound | 16 | 17 | 18 | 19 | 20
SARS 3CLpro inh | x | 5 | 2 | -4 | 1
PfHsp40 rescue | -1.6 | 1.2 | -1.3 | 1.3 | -0.5
BH1578 lux ind | 0.9 | -0.3 | -0.4 | i | 3.1
PrPC TRFRET | -6 | 4 | 4 | 4 | 33*
Anthrax LF inh2 | -6 | -4 | -3 | -10 | -1
TcdB inh | 3.0 | -0.2 | 1.4 | -0.1 | -0.8
BoNT A protease | 0.3 | -1.2 | -0.1 | -0.7 | -1.1
PriA SSB inh | 4 | 3 | -2 | -16 | 4
Y pestis TopoI | 17 | 7 | -13 | -5 | 0

(21) COc1cc(OC)c(C(=O)Nc2ncn[nH]2)cc1OC
(22) Cc1ccc(NC(=O)Nc2ccc3c(c2)N(C)C(=O)CS3)cc1C
(23) Cc1cc(C(=O)NC(C)C2CCCO2)cs1 (stereo unspecified)
(24) O=C(CNCCc1ccccc1)Nc1ccc(C(=O)N2CCCCC2)cc1
(25) CCN1CCN(C(c2ccccn2)c2c(NC(=O)c3ccccc3)sc(C)c2C)CC1 (stereo unspecified)
Assay by compound | 21 | 22 | 23 | 24 | 25
SARS 3CLpro inh | -2 | 3 | 7 | -3 | -7
PfHsp40 rescue | -0.9 | 1.0 | -1.5 | -1.8 | 1.0
BH1578 lux ind | i | -0.5 | i | -0.3 | -0.2
PrPC TRFRET | 1 | 3 | x | -1 | -8
Anthrax LF inh2 | -6 | -2 | -1 | -1 | -1
TcdB inh | x | 2.2 | 0.4 | -0.2 | x
BoNT A protease | -2.3 | -0.1 | u | 1.4 | -0.2
PriA SSB inh | 0 | 1 | 1 | 4 | -5
Y pestis TopoI | -1 | 1 | 5 | -4 | 16

(26) Nc1cc(N2CCCC2)ccc1[N+](=O)[O-]
(27) CC(=O)Nc1ccc(NCc2ccc(C)s2)cc1
(28) Cc1cn2c(nc1=O)OC1CC2OC1CO (stereo unspecified)
(29) COc1ccccc1NC(=O)N(Cc1ccco1)Cc1cc2ccc(C)c(C)c2[nH]c1=O
(30) CNP(=O)(Oc1ccccc1)OC12CC3CC(CC(C3)C1)C2 (stereo unspecified)
Assay by compound | 26 | 27 | 28 | 29 | 30
SARS 3CLpro inh | -6 | -1 | 0 | -3 | 4
PfHsp40 rescue | -1.4 | -0.4 | -2.4 | 1.5 | -1.1
BH1578 lux ind | -0.5 | -0.4 | i | x | -0.2
PrPC TRFRET | -25 | 4 | 2 | 16 | 2
Anthrax LF inh2 | -3 | -8 | 1 | -6 | -2
TcdB inh | -0.7 | 4.7 | 1.6 | x | 4.0
BoNT A protease | -0.4 | -5.8 | -0.1 | 0.2 | -0.2
PriA SSB inh | 0 | -3 | -11 | 18 | 3
Y pestis TopoI | -1 | -3 | -2 | -5 | 17

(31) O=C(NCCNC(=O)c1ccccc1)c1ccccc1
(32) O=C(Nc1cccc(O)c1)C1CC(c2ccc(Cl)cc2)=NO1 (stereo unspecified)
(33) C/C(CCc1c[nH]c2ccccc12)=N\O
(34) CCOC1=C(C#N)CC2(CC1)c1ccccc1-c1ccccc12
(35) C=CCOc1ccc(CNc2nn[nH]n2)cc1
Assay by compound | 31 | 32 | 33 | 34 | 35
SARS 3CLpro inh | -1 | 5 | -4 | x | 1
PfHsp40 rescue | u | 1.6 | 2.2 | 1.1 | -1.0
BH1578 lux ind | -0.1 | -1.0 | i | i | 1.0
PrPC TRFRET | 4 | 1 | 2 | -1 | 6
Anthrax LF inh2 | 1 | -14 | 0 | -4 | -1
TcdB inh | -1.7 | 0.4 | x | 1.1 | x
BoNT A protease | 1.0 | -3.3 | -0.2 | -0.1 | 0.6
PriA SSB inh | 6 | -4 | x | -13 | -16
Y pestis TopoI | -2 | -5 | 3 | 34 | -1

(36) O=C(CSc1n[nH]c(=O)[nH]c1=O)c1ccccc1
(37) COc1cc(C(=O)NC2CCCC2)c(Br)c(OC)c1OC
(38) CC(C)(C)NC(=O)C(=O)NNC(=O)c1ccc(C(C)(C)C)cc1
(39) COc1ccc(-c2cc(C(=O)O)no2)cc1
(40) NC(=O)c1ccc(SCC(=O)OCC(=O)N2CCN(C(=O)c3ccco3)CC2)c([N+](=O)[O-])c1
Assay by compound | 36 | 37 | 38 | 39 | 40
SARS 3CLpro inh | -1 | 1 | 2 | 4 | x
PfHsp40 rescue | -1.7 | -0.9 | -1.0 | -1.0 | u
BH1578 lux ind | i | -0.2 | i | -0.5 | 0.7
PrPC TRFRET | 1 | 6 | -6 | -8 | -38
Anthrax LF inh2 | 0 | -1 | -1 | -1 | 3
TcdB inh | x | -6.3 | x | 0.6 | 1.9
BoNT A protease | 0.2 | 0.0 | -0.5 | -1.0 | 1.5
PriA SSB inh | -8 | 2 | -2 | 3 | -7
Y pestis TopoI | 0 | -6 | 2 | 11 | 3

(41) Cc1cccn2c(=O)c(/C=N/O)c(NCc3ccccc3)nc12
(42) CC(C)NC(=O)NC(=O)COC(=O)c1ncc(Cl)c(Cl)c1Cl
(43) Nn1c(SCC(=O)NC2CCCCC2)nnc1-c1ccccc1F
(44) CNc1nc(Oc2ccc(C(=O)OC)cc2)nc(SC)n1
(45) CC(=O)c1ccc(N2CCN(C(=S)Nc3ccccc3F)CC2)cc1
Assay by compound | 41 | 42 | 43 | 44 | 45
SARS 3CLpro inh | -1 | -4 | x | -2 | 2
PfHsp40 rescue | -0.4 | 0.0 | 0.4 | 1.5 | 1.1
BH1578 lux ind | -0.6 | -1.6 | i | i | -0.4
PrPC TRFRET | 6 | 3 | -4 | -2 | 11
Anthrax LF inh2 | -19 | -5 | -4 | -3 | -1
TcdB inh | 0.7 | 1.3 | -0.4 | x | 1.5
BoNT A protease | -1.9 | 0.1 | -3.4 | -1.2 | -0.8
PriA SSB inh | x | -20 | -5 | -2 | -8
Y pestis TopoI | 17 | 2 | 6 | 7 | 3

(46) Cc1cc(O)c(NC(=O)c2cc([N+](=O)[O-])ccc2Cl)cc1C
(47) O=C(Nc1ccc(C#Cc2ccccc2)cc1)C1CC1
(48) CCC1Sc2ccc(S(=O)(=O)CCC(=O)NCc3ccco3)cc2NC1=O (stereo unspecified)
(49) O=C(CC1SC(=Nc2ccccc2F)N(CCN2CCOCC2)C1=O)Nc1ccc(F)cc1F (stereo unspecified)
(50) CCOC(=O)C1(C)CCN1C(=O)c1cc(OC)ccc1Br (stereo unspecified)
Assay by compound | 46 | 47 | 48 | 49 | 50
SARS 3CLpro inh | 7 | 6 | -5 | 1 | x
PfHsp40 rescue | -1.5 | -1.8 | 0.1 | -0.9 | x
BH1578 lux ind | -0.3 | i | i | -0.2 | i
PrPC TRFRET | -19 | 20 | 12 | -3 | 0
Anthrax LF inh2 | -5 | u | -2 | -3 | -3
TcdB inh | -0.7 | x | -0.5 | 2.5 | -0.6
BoNT A protease | -0.6 | u | 0.7 | -0.7 | 0.0
PriA SSB inh | 20 | -11 | -8 | 3 | x
Y pestis TopoI | 2 | -3 | 2 | 20 | 5

(51) O=C(CCCC(=O)N1CCN(c2ccccc2F)CC1)N1CCN(c2ccccc2F)CC1
(52) N#Cc1ccccc1Sc1ccccc1C(=O)Nc1ccccc1
(53) COc1ccc2c(c1)C(C)=CC(C)(C)N2S(=O)(=O)c1ccc(Br)cc1
(54) Cc1c(Cl)cccc1NC(=O)CCN1CCC(C(N)=O)CC1
(55) O=C(Cc1csc(-c2ccccc2)n1)NCc1ccc(F)cc1
(56) CC1=CC(=O)C(Sc2ccc(C)cc2)=CC1=O
(57) CCCc1n(CC)c2ccccc2[n+]1CC(O)COC1CCCCC1 (stereo unspecified)
Assay by compound | 51 | 52 | 53 | 54 | 55 | 56 | 57
SARS 3CLpro inh | -3 | -6 | -1 | 1 | -3 | x | -3
PfHsp40 rescue | -0.2 | 2.6 | 22 | -1.0 | 0.9 | x | -1.6
BH1578 lux ind | -0.6 | i | -0.3 | -0.9 | -0.6 | i | -0.5
PrPC TRFRET | -7 | 0 | 17 | -3 | -1 | 3 | -7
Anthrax LF inh2 | -4 | -4 | 8 | x | 0 | -3 | 3
TcdB inh | x | x | -0.1 | -0.2 | x | -17 | -1.7
BoNT A protease | 0.7 | -0.3 | 0.3 | x | 0.1 | 2.6 | 0.2
PriA SSB inh | -27 | 9 | -6 | -19 | 4 | x | -13
Y pestis TopoI | 10 | 0 | 16 | -3 | 1 | -15 | -9
